GluA2 TARP mod – modulators of AMPA receptor GluA2-stargazin complexes; O88602+P19491; HEK293 GluA2+stargazin, membrane potential dye (FDSS), glutamate EC50; hits were called plate by plate, in both directions; calls only at 30 µM; hit rate 3.5% among 40,000; AID 1259245;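 active means any of four per-well response measures lying three or more SD from its plate-wide compound average, in either direction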
Target sequence (O88602 whole entry, looked up): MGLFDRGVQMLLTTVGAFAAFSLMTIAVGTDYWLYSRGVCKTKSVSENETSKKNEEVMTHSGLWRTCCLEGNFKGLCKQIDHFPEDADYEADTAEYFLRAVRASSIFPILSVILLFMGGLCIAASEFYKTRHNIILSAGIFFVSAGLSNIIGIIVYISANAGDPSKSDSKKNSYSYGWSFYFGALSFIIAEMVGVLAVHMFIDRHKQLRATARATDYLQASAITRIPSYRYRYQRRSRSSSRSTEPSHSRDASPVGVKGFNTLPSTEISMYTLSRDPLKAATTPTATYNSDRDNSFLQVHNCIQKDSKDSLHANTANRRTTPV
Target sequence (P19491 whole entry, looked up): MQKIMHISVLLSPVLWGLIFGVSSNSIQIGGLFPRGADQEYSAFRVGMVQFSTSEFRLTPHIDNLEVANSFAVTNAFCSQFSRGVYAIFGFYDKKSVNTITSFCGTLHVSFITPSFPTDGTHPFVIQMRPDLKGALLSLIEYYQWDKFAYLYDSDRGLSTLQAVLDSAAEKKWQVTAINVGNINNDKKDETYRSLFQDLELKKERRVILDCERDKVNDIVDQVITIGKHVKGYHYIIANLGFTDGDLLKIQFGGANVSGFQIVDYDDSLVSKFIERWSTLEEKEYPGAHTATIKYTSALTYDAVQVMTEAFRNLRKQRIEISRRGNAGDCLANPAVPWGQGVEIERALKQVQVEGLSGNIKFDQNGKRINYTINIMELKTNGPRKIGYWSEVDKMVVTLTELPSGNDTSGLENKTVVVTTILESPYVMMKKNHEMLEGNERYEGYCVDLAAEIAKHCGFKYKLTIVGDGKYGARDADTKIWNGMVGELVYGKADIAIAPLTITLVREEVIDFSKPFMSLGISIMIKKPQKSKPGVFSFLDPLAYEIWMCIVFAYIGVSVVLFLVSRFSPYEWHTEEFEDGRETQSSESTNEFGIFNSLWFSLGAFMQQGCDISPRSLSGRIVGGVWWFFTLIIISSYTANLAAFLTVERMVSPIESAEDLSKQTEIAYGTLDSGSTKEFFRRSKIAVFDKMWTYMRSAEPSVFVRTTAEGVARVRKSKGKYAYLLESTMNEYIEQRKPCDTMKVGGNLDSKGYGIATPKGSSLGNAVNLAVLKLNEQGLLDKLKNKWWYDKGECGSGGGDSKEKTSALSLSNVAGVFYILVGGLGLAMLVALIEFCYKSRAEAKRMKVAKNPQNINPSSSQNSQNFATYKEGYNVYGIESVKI
GluA2 TARP mod agonism max-min – also measured in GluA2 TARP mod; calls as there; compound max-min signal; compound-alone response (agonism);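 unitless range of fluorescence divided by baseline over first 100 seconds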
GluA2 TARP mod glutamate slope – also measured in GluA2 TARP mod; calls as there; glutamate slope, % of max; measured here: glutamate response slope, % max;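 scaled per plate between vehicle wells and maximal 1 mM glutamate control wells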
Starred values were filed as active, the others as inactive; i = inactive; + = active, no number. An excerpt; rates above refer to the full screens.

GluA2 TARP mod glutamate slope	GluA2 TARP mod	GluA2 TARP mod agonism max-min	molecule
54	i	0.1	COc1ccc(S(=O)(=O)N2CCCc3cc(NC(=O)c4cccc(C)c4)ccc32)cc1
70	i	0.1	COc1ccc(S(=O)(=O)N2CCN(S(=O)(=O)c3ccc(OC)c(C)c3)C(C)C2)cc1C (configuration not stated)
63	i	0.13	O=C(CCCS(=O)(=O)c1ccccc1)Nc1nc(-c2cccc([N+](=O)[O-])c2)cs1
64	i	0.12	CC(=O)N1CCc2c(sc(NC(=O)c3cc(C)n(C(C)C)n3)c2C#N)C1
71	i	0.065	CC(C)(C)n1nc2c(c1-n1cccc1)CN(C(=O)Cc1noc3ccccc13)C2
51	i	0.058	O=S(=O)(Nc1cccc(N2CCCS2(=O)=O)c1)c1cccs1
51	i	0.048	Cc1ccccc1-c1ccc(N2CCN(C(=O)Nc3ccccc3F)CC2)nn1
43	i	0.093	O=C(NCCn1nc(-c2ccc(F)cc2)ccc1=O)Nc1cccs1
53	i	0.048	CCCC(=O)n1nc(-c2ccc(Cl)cc2)nc1SC
24	i	0.075	Cc1ccccc1-c1ccc(N2CCN(C(=O)Cc3ccc(F)cc3)CC2)nn1
61	i	0.11	COc1cc(OC)cc(-c2noc(Cn3ccn4nc(-c5ccc(F)cc5)cc4c3=O)n2)c1
59	i	0.2	Cc1ccc(C)c(Cn2c(C3CC(=O)N(Cc4ccccc4)C3)nc3ccccc32)c1 (configuration not stated)
39	i	0.065	COc1ccc(N2CC(C)Cn3c2nc2c3c(=O)n(CC(C)C)c(=O)n2C)c(OC)c1 (configuration not stated)
50	i	0.059	O=C(CN1CCN(S(=O)(=O)N2CCCCCC2)CC1)Nc1ccc(F)cc1
58	i	0.061	CCCOc1ccc(-c2csc(NC(=O)Cc3ccc(S(=O)(=O)CC)cc3)n2)cc1

New compounds follow:
GluA2 TARP mod glutamate slope	GluA2 TARP mod	GluA2 TARP mod agonism max-min	molecule
58	i	0.054	Cc1ccc(NS(=O)(=O)c2cccs2)cc1N1CCCCC1=O
109*	+	0.042*	COc1ccc(C2(CNC(=O)c3ccc(Cl)c(Cl)c3)CCOCC2)cc1
65	i	0.076	COc1ccc(NC(=O)C(=O)NCCc2c[nH]c3ccccc23)c(OC)c1
34	i	0.072	CCN1CCc2c(sc(NC(=O)CCCSc3ccccc3)c2-c2nc3ccccc3s2)C1
57	i	0.097	O=C(Nc1cccc(N2CCCCC2=O)c1)c1ccco1
51	i	0.13	CS(=O)(=O)N1CCCC1C(=O)Nc1sccc1C#N (configuration not stated)
53	i	0.043	CC(C)c1ccc(Cc2nnc(N3CCOCC3)[nH]c2=O)cc1
62	i	0.12	COC(=O)C1CCN(C(=O)c2nn(-c3ccccc3C)c(=O)cc2OC)CC1
31	i	0.11	O=S(=O)(/C=C/c1ccccc1)N1CCN(c2ccc(-c3cccnc3)nn2)CC1
69	i	0.11	CSc1cccc(NC(=O)Cn2nc(C(=O)N3CCOCC3)cc2C2CC2)c1
82	i	0.11	CSc1ccccc1NC(=O)Cc1c(C)[nH]c(=O)[nH]c1=O
72	i	0.16	COc1cccc(C(=O)Nc2nnc(-c3cccs3)o2)c1OC
62	i	0.078	COC(=O)c1ccc(C(=O)NCC2CCN(C(=O)COc3ccccc3)CC2)cc1
73	i	0.094	O=C(NCc1nc(-c2ccccc2)no1)c1ccc2c(c1)ncn2-c1ccccc1
65	i	0.09	COc1ccc(NC(C)=O)cc1NC(=O)CCc1csc(NC(=O)c2cccs2)n1

The list goes on.
GluA2 TARP mod glutamate slope	GluA2 TARP mod	GluA2 TARP mod agonism max-min	molecule
42	i	0.18	O=S(=O)(NCC(O)c1ccc(C(F)(F)F)cc1)c1ccc2c(c1)OCCO2 (configuration not stated)
55	i	0.1	CC(=O)Nc1ccc(S(=O)(=O)N2CCN(C(=O)c3cnn4ccccc34)CC2)cc1
58	i	0.11	Cn1c(NCCO)nc2c1c(=O)n(CCC(N)=O)c(=O)n2C
62	i	0.073	CCCCCNC(=O)c1c(C(F)(F)F)nn(C2CCN(C(C)C)CC2)c1C
58	i	0.12	O=C(NCCc1c[nH]c2ccccc12)C(=O)Nc1ccc(F)c([N+](=O)[O-])c1
61	i	0.12	Cc1ccc(-n2ncc3c(=O)n(CC(=O)N4CCC(C)CC4)cnc32)c(C)c1
70	i	0.056	CCOc1ccc(S(=O)(=O)N(C)C)c2ccccc12
63	i	0.12	COc1ccc(SCCC(=O)Nc2c(C(N)=O)oc3ccccc23)cc1
72	i	0.08	COc1cccc2cc(C(=O)N3CCC(c4cccs4)CC3)oc12
51	i	0.098	CC(C)CNC(=O)CCC1=NS(=O)(=O)c2ccccc2N1
53	i	0.13	Cn1nc(CNC(=O)COc2ccccc2F)c2ccccc2c1=O
60	i	0.098	Nc1c(C(=O)NC2CCCCC2)nnn1-c1ccc(Cl)cc1
60	i	0.062	COc1ccc(NC(=O)c2ncc(-c3ccccc3)o2)cc1N1CCCCC1=O
50	i	0.13	COc1cccc(NC(=O)C(=O)NCCCOC(C)C)c1
53	i	0.057	CS(=O)(=O)CCN1CCNCC1

More compounds:
GluA2 TARP mod glutamate slope	GluA2 TARP mod	GluA2 TARP mod agonism max-min	molecule
58	i	0.089	COC(=O)c1ccc(NC(=O)C(=O)NCC2CCN(C(=O)c3cccnc3SC)CC2)cc1
55	i	0.091	O=C(c1cnn2ccccc12)N1CCN(S(=O)(=O)c2cccnc2)CC1
66	i	0.11	CCN(c1ccccc1)C1SC(=O)N(c2ccccc2C)C1=O (configuration not stated)
13	i	0.11	CCOc1ccc(Nc2nc(-c3ccc(Cl)cc3)nc3ccccc23)cc1
53	i	0.064	CCC(CC)C(=O)N1CCN(c2ncnc3c2nnn3-c2ccc(F)cc2)CC1
36	i	0.056	Cc1ccc(NC(=O)C(C)N2C(=O)c3ccccc3C2=O)nc1 (configuration not stated)
64	i	0.12	COc1ccccc1/C=C1\Oc2cc(OC(=O)N3CCOCC3)ccc2C1=O
53	i	0.11	COc1ccc(OC)c(NC(=O)NCCNc2ccc(Nc3ccncc3)nn2)c1
49	i	0.1	COc1cn(CC(=O)Nc2ccc(Cl)cc2)c(CSc2ccc(F)cc2)cc1=O
62	i	0.078	C=CCn1c(SCc2csc(C)n2)nc2sc3c(c2c1=O)CCCC3
64	i	0.11	COc1ccc(OC)c(S(=O)(=O)Nc2ccc3c(c2)CCCN3S(=O)(=O)c2cccs2)c1
65	i	0.11	O=C(c1ccccc1F)N1CCCN(CCn2cccn2)CC1
57	i	0.11	O=C(NC1CCCc2ccccc21)C1CCC(Cn2c(=S)[nH]c3ccccc3c2=O)CC1 (configuration not stated)
63	i	0.11	O=C(c1ccc(S(=O)(=O)N2CCOCC2)o1)N1CCC(O)CC1
48	i	0.13	O=C(NCc1n[nH]c(=O)c2ccccc12)C1(c2ccccc2)CCOCC1

Ordered by molecular weight (lowest first): some entries from above.
GluA2 TARP mod glutamate slope	GluA2 TARP mod	GluA2 TARP mod agonism max-min	molecule
53	i	0.057	CS(=O)(=O)CCN1CCNCC1
50	i	0.13	COc1cccc(NC(=O)C(=O)NCCCOC(C)C)c1
51	i	0.098	CC(C)CNC(=O)CCC1=NS(=O)(=O)c2ccccc2N1
65	i	0.11	O=C(c1ccccc1F)N1CCCN(CCn2cccn2)CC1
60	i	0.098	Nc1c(C(=O)NC2CCCCC2)nnn1-c1ccc(Cl)cc1
66	i	0.11	CCN(c1ccccc1)C1SC(=O)N(c2ccccc2C)C1=O (configuration not stated)
53	i	0.13	Cn1nc(CNC(=O)COc2ccccc2F)c2ccccc2c1=O
63	i	0.11	O=C(c1ccc(S(=O)(=O)N2CCOCC2)o1)N1CCC(O)CC1
63	i	0.12	COc1ccc(SCCC(=O)Nc2c(C(N)=O)oc3ccccc23)cc1
55	i	0.091	O=C(c1cnn2ccccc12)N1CCN(S(=O)(=O)c2cccnc2)CC1
13	i	0.11	CCOc1ccc(Nc2nc(-c3ccc(Cl)cc3)nc3ccccc23)cc1
64	i	0.12	COc1ccccc1/C=C1\Oc2cc(OC(=O)N3CCOCC3)ccc2C1=O
62	i	0.078	C=CCn1c(SCc2csc(C)n2)nc2sc3c(c2c1=O)CCCC3
60	i	0.062	COc1ccc(NC(=O)c2ncc(-c3ccccc3)o2)cc1N1CCCCC1=O
53	i	0.064	CCC(CC)C(=O)N1CCN(c2ncnc3c2nnn3-c2ccc(F)cc2)CC1
53	i	0.11	COc1ccc(OC)c(NC(=O)NCCNc2ccc(Nc3ccncc3)nn2)c1
49	i	0.1	COc1cn(CC(=O)Nc2ccc(Cl)cc2)c(CSc2ccc(F)cc2)cc1=O
57	i	0.11	O=C(NC1CCCc2ccccc21)C1CCC(Cn2c(=S)[nH]c3ccccc3c2=O)CC1 (configuration not stated)
58	i	0.089	COC(=O)c1ccc(NC(=O)C(=O)NCC2CCN(C(=O)c3cccnc3SC)CC2)cc1
64	i	0.11	COc1ccc(OC)c(S(=O)(=O)Nc2ccc3c(c2)CCCN3S(=O)(=O)c2cccs2)c1

(next part)
GluA2 TARP mod glutamate slope	GluA2 TARP mod	GluA2 TARP mod agonism max-min	molecule
54	i	0.092	O=C(Nc1nnc(-c2cccs2)o1)c1ccc(C(=O)c2ccccc2)cc1
36	i	0.051	COc1ccc(S(=O)(=O)Nc2nc(C(=O)NCCc3cccc(OC)c3)cs2)cc1
50	i	0.024	COC(=O)CCc1c(C)nn(-c2nc(C)cc(=O)[nH]2)c1C
60	i	0.11	O=C(NCCS(=O)(=O)NCCC1=CCCCC1)c1ccccc1
37	i	0.076	O=C(Cc1csc(NC(=O)c2ccc(=O)[nH]c2)n1)Nc1ccc2c(c1)OCO2
64	i	0.073	Cc1[nH]c(=O)[nH]c(=O)c1Cc1nnc(SCc2c(F)cccc2Cl)o1
67	i	0.1	O=C1CS/C(=N/N=C2\NC(=O)C(CC(=O)c3ccc(F)cc3)S2)N1 (configuration not stated)
57	i	0.069	Cc1nc(SCC(=O)N2CCC(C)CC2)c2ccsc2n1
63	i	0.1	Cc1ccc(S(=O)(=O)NCC(=O)Nc2ccc3c(c2)Cc2ccccc2-3)cc1
57	i	0.089	COc1cc(N2CCN(C(=O)c3cc(Cl)ccc3OC)CC2)nc(OC)n1
54*	+	0.053*	Cc1ccccc1NC(=O)Cn1c(Cc2ccccc2)nc2ccccc21
41	i	0.038	O=C(NCCC12CC3CC(CC(C3)C1)C2)Nc1ccccc1
61	i	0.079	O=C(Nc1ccccc1F)C1CN(c2nc3c(C(F)(F)F)cccc3s2)C1
61	i	0.09	COc1ccc(NC(=O)Nc2cccc(Oc3ccc(C)nn3)c2)c(OC)c1
67	i	0.084	COc1ccc(S(=O)(=O)Nc2ccc3c(c2)N(C(=O)c2ccccc2)CCC3)cc1Cl

(continued)
GluA2 TARP mod glutamate slope	GluA2 TARP mod	GluA2 TARP mod agonism max-min	molecule
52	i	0.071	CC(=O)Nc1sc(C)c(C)c1-c1nc2ccccc2s1
64	i	0.12	COc1ccc(-n2c(C)c(C)n3c4c(=O)n(CC(=O)OCc5ccccc5)c(=O)n(C)c4nc23)cc1
66	i	0.094	COc1cccc(CNC(=O)CCc2csc(NS(=O)(=O)c3ccc(F)cc3)n2)c1
59	i	0.072	CSc1ccc(-c2noc(-c3cn[nH]c3-c3ccccc3)n2)cc1
24	i	0.05	COc1ccc(CNC(=O)Cc2cc(-c3ccc(OC)cc3)on2)cc1
64*	+	0.16*	COc1ccc(Cl)cc1NC(=O)C(=O)NCC(c1cccs1)N(C)C (configuration not stated)
42	i	0.091	CS(=O)(=O)N1CCCC(C(=O)Nc2nc3c(Cl)ccc(Cl)c3s2)C1 (configuration not stated)
58	i	0.12	CC(C)NC(=O)C(=O)NCCN1CCN(c2ccc(Cl)cc2)CC1
59	i	0.063	COc1ccc(SCC(=O)Nc2nc(-c3ccc4c(c3)OCO4)cs2)cc1
52	i	0.099	CS(=O)(=O)c1ccc(CC(=O)Nc2ccccc2C#N)cc1
73	i	0.052	COc1cc(COCC2CCN(C(=O)Cc3cccc(C)c3)CC2)cc(OC)c1
52*	+	0.16*	CC(C)c1ccc(S(=O)(=O)NCC2CCN(C3CCCC3)CC2)cc1
53	i	0.088	Cc1ccc(NS(=O)(=O)c2ccccc2[N+](=O)[O-])cc1N1CCCC1=O
76	i	0.091	CS(=O)(=O)N1CCC(C(=O)NCCn2ncc3c(N4CCCCCC4)ncnc32)CC1
51	i	0.12	COCCN1C(=O)CC(N2CCN(c3ccc(F)cc3)CC2)C1=O (configuration not stated)

Going on with the list.
GluA2 TARP mod glutamate slope	GluA2 TARP mod	GluA2 TARP mod agonism max-min	molecule
62	i	0.097	Cc1cccc(N2CC(c3nc4ccccc4n3CC(=O)N3CCOCC3)CC2=O)c1 (configuration not stated)
43	i	0.092	Cc1cc(NC(=O)c2ccc(OC(C)C)cc2)ccc1N1CCCCC1=O
48	i	0.028	CC(=O)Nc1ccc(NC(=O)Cn2nc(-c3ccco3)ccc2=O)cc1
51	i	0.11	COc1ccc(C)cc1N1CCCn2c1nc1c2c(=O)n(Cc2cccc(C)c2)c(=O)n1C
65	i	0.12	N#Cc1ccc(Cl)cc1NC(=O)C(=O)NCC1CCN(c2cnccn2)CC1
38	i	0.028	CCC(=O)Nc1ccc(S(=O)(=O)NC(C)(C)C)cc1
59	i	0.057	CC(C)NC(=O)C1C(C=C(Cl)Cl)C1(C)C (configuration not stated)
72	i	0.095	Cc1ccc2nc(C)c(NC(=O)C(C)Oc3ccc4c(c3)OCO4)c(=O)n2c1 (configuration not stated)
47	i	0.035	Cc1c(Cl)cccc1-n1c(C)c(C)n2c3c(=O)n(CC(N)=O)c(=O)n(C)c3nc12
49	i	0.13	CN1CCN(C(CNC(=O)c2cnccn2)c2ccc(F)cc2)CC1 (configuration not stated)
62	i	0.068	CC(C)c1ccc(NC(=O)Cn2nc3c4cc(F)ccc4ncn3c2=O)cc1
62	i	0.11	O=C(CSc1nc(-c2ccco2)cc(C(F)(F)F)n1)N1CCc2ccccc2C1

Bioassay records as filed in PubChem.
